SENP8 block – SENP8 protease inhibitors, primary screen, biochemical, luminescence; Sentrin-specific protease 8 (Homo sapiens), Q96LD8; purified SENP8, Z-RLRGG-aminoluciferin cleavage; inhibition, % at 10 µM; hit rate 1.2% among 330,000; AID 2540, 2010
697 NFkB inh – inhibitors of PMA/ionomycin-induced NF-kB reporter, 697 cells, primary screen, B-cell NF-kB inhibitor project, cell-based, luminescence, uHTS; 697 B-cell NF-kB luciferase reporter, 16 h; inhibition, % at 4 µM; hit rate 0.33% among 330,000; AID 435022, 2010; in the data active means inhibition above about 35%
EBI2 block – EBI2 receptor antagonists, beta-arrestin recruitment, primary screen, cell-based, luminescence, 7a,25-OHC stimulation, uHTS; G-protein coupled receptor 183 (Homo sapiens), P32249; inhibition, % at 5 µM; 7a,25-OHC stimulated; hit rate 0.81% among 360,000; in the data active means inhibition above about 38%;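 further: enzyme fragment complementation signal reports receptor beta-arrestin coupling in cells; 0% = agonist plus DMSO wells and 100% = wells without agonist; some results beyond the cut were filed as inactive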
Target sequence (P32249 whole entry, looked up, the tested form may be a part): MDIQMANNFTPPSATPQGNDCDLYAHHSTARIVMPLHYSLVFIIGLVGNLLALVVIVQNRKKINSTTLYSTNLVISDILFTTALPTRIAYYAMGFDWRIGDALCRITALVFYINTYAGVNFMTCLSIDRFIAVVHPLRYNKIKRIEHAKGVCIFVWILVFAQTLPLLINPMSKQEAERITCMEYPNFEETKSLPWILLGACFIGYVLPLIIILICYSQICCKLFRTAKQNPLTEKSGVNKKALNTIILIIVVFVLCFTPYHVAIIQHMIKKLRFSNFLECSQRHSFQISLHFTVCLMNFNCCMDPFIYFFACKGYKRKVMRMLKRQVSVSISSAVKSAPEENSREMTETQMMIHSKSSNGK
Jurkat NFkB inh – inhibitors of induced NF-kB luciferase reporter, primary screen, TCR NF-kB activation inhibitor project, cell-based, luminescence, uHTS | Jurkat, PMA/ionomycin-induced NF-kB luciferase reporter | hit rate 0.53% among 330,000 | inhibition, % at 4 µM | AID 435003, 2010
UBC13 polyUb – UBC13 polyubiquitin chain formation inhibitors, primary screen, biochemical, TR-FRET, uHTS; hit rate 0.47% among 330,000; Ubiquitin-conjugating enzyme E2 N (Homo sapiens), P61088; AID 485273, 2010; inhibition, % at 20 µM; in the data active means inhibition above about 45%, passing the limit was not always enough; inconclusive means no clear call, values can overlap the other calls
Target sequence (P61088 whole entry, looked up): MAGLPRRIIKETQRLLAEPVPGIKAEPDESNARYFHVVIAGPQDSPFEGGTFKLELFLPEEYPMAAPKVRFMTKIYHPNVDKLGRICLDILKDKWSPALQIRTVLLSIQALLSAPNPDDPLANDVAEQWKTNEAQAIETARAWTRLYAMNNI
Gli-Sufu block – Gli-Sufu pathway antagonists, primary screen, luciferase luminescence, Sufu-KO-LIGHT cells, uHTS. Sufu-KO-LIGHT fibroblasts, Gli luciferase reporter luminescence. inhibition, % at 5 µM. AID 588413, 2011. hit rate 0.74% among 340,000;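 active means inhibition above about 55%, limit read from the data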;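 further: 0% = DMSO-treated cells and 100% = wells with medium but no cells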
Apaf-1 inh – inhibitors of human Apaf-1 apoptosome, primary screen, biochemical, DEVD-Rh110 fluorescence, uHTS. reconstituted apoptosome caspase-3 activity. inhibition, % at 20 µM. hit rate 0.71% among 330,000; active means inhibition of at least 40% at 20 µM;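 further: plate controls were DMSO wells for no effect and DEVD-CHO caspase inhibitor wells for full effect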
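Assay system – apoptosome proteins · Medium – Hepes buffer, pH 7.5 · Also added – cytochrome c with DEVD-Rh110 · Timing – 30 min compound preincubation, 50 min activation, room temperature · Detection – Rh110 fluorescence, excitation 480 nm, emission 540 nm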
CCR6 antag – CCR6 receptor antagonists, primary screen, cell-based, CHO-K1, luminescence, beta-arrestin, uHTS | inhibition, % at 20 µM | CHO-K1 CCR6 PathHunter beta-arrestin, CCL20-stimulated | hit rate 0.49% among 340,000 | AID 493098, 2011 | C-C chemokine receptor type 6 (Homo sapiens), P51684;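 active means compounds whose inhibition of the agonist-driven luminescence signal at 20 µM reaches about 50%, limit read from the data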;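 further: cells stimulated with CCL20 at 14 nM final; plate controls were DMSO with CCL20 for no effect and DMSO without agonist for full effect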
Target sequence (P51684 whole entry, looked up): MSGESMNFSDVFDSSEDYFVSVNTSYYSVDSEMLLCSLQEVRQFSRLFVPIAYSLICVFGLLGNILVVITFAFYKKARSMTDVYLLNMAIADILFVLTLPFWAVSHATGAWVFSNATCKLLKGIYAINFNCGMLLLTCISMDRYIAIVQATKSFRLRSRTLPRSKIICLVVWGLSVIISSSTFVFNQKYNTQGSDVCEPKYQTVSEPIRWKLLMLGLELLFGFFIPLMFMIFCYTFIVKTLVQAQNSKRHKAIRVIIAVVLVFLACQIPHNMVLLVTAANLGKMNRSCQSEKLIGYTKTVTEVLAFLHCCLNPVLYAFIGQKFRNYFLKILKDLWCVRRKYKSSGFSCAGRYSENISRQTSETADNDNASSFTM
* hit, by the source's call; ? = inconclusive; nt = not tested or not shown. Unless noted, no stated cut-off is given here; in the data, active means inhibition above about 50%; inactive means the rest.

SMILES	SENP8 block	697 NFkB inh	EBI2 block	Jurkat NFkB inh	UBC13 polyUb	Gli-Sufu block	Apaf-1 inh	CCR6 antag
O=C(COC(=O)COc1ccccc1F)Nc1ccc(Cl)cn1	2	10	8	-5	-10	-3	-16	2
COc1cccc(C(=O)/C=C/Nc2cc(C)ccc2O)c1	84*	-61	6	67*	-12	22	14	28
CC(C)c1c(Cl)c(O)c(-c2ccccc2)c(=O)n1-c1ccc(F)cc1	1	-9	-7	-8	9	10	-40	-9
NC(=O)c1ccc(NC(=O)CCc2nc3ccccc3s2)cc1	-5	-3	-8	-1	-5	0	-3	2
O=C(CCC(=O)c1cccs1)NCc1ccncc1	1	11	-6	7	-5	-2	11	-15
Cn1c(N)c(C(=O)COC(=O)CC(NC(N)=O)c2ccc(Cl)cc2)c(=O)n(C)c1=O (stereo unspecified)	-3	10	7	14	-2	-1	-3	-8
CCn1c(SCC(=O)c2ccc3c(c2)OCCO3)nnc1-c1ccco1	-3	9	-8	3	-1	-11	0	4
CCn1cc(CN2CCC(n3nccc3NC(=O)c3cccc(F)c3)CC2)cn1	1	1	-9	3	3	7	-302	-3
CC1CCCCN1S(=O)(=O)c1ccc(S(=O)(=O)N2CCCC2)cc1 (stereo unspecified)	-7	0	-2	2	0	-21	4	4
CC12CN(C(=O)c3ccccc3Br)CC(C)(CN(C(=O)c3ccccc3Br)C1)C2=O	2	11	-7	16	2	8	-1	5
CCOC(=O)N1CCC(NC(=O)c2cc3c(-c4ccccc4F)nn(C)c3s2)CC1	-11	4	2	-8	26	10	19	-2
Cc1cc(OCC(=O)Nc2nnc(C3CC3)s2)ccc1C(C)C	4	10	4	3	-8	11	2	1
O=C(NCC1CCCO1)c1cccc2ccccc12 (stereo unspecified)	0	0	-1	13	4	34	3	18
Cc1nc(N2CCCCC2)sc1C(=O)c1ccc(Cl)c([N+](=O)[O-])c1	-7	4	nt	-6	4	nt	11	nt
COC(=O)c1cc(S(=O)(=O)n2nc(C)c(Br)c2C)c(Cl)cc1Cl	2	11	12	20	5	-2	9	-33
CCOC(=O)N1CCC(NC(=O)c2cc(C(=O)Nc3cccc(C(F)(F)F)c3)ccc2CO)CC1	-6	-34	-13	9	-12	35	-6	8
N#CC(C#N)=NNc1ccc(S(=O)(=O)N2CCCC2)cc1	-9	-3	8	0	-14	-1	0	22
Cc1nc2ccccn2c1C(=O)NNC(=O)Nc1ccccc1	13	11	-7	12	-9	-4	2	-4
C=C(C)C(=O)N1CC2(CC(c3cccc(NC(=O)c4ccccc4)c3)=NO2)C[C@@H]1C(N)=O (stereo partly specified)	-8	7	-15	3	-4	-1	6	2
COc1ccc([C@H]2CC(=O)C=C(c3ccc4ccccc4c3)C2)cc1OC	1	6	62*	27	6	4	22	5
O=C(O)c1ccc(NC(=O)c2ccc3c(c2)C(=O)N(CC2CCCO2)C3=O)cc1 (stereo unspecified)	6	-1	-5	3	8	15	-1	-2
COc1ccc(NS(=O)(=O)c2ccc(SC)cc2)c(OC)c1	-5	14	-4	5	8	6	2	6
CCOC(=O)Nc1sc2c(c1C(=O)OCC)CCC2	-8	20	11	-1	-11	-6	11	10
COc1ccc(N2C(=O)CC(Sc3nc4ccccc4s3)C2=O)cc1 (stereo unspecified)	-3	-12	-3	-17	-6	-8	2	2
C=CCn1c(SCC(=O)NCc2ccc3c(c2)OCO3)nc2scc(-c3ccccc3)c2c1=O	-5	-10	14	11	0	2	28	15
Cc1ccc(-n2nnc3c(=O)n(CC(N)=O)cnc32)cc1	0	-1	-9	0	3	-5	-3	-1
Cc1cccc(NC(=O)Nc2cc(C)on2)c1	-16	-21	-2	-7	-3	-19	12	-7
CCCCn1c(-c2csc3c2CCCC3)n[nH]c1=S	-10	-21	nt	4	-11	-4	16	-1
N#Cc1cc2cc3c(cc2nc1SCC(=O)N1CCOCC1)OCO3	-2	-128	-6	-73	12	-55	1	-8
Cc1nn(Cc2cccc(Oc3ccccc3)c2)c(C)c1NC(=O)NC12CC3CC(CC(C3)C1)C2	-14	-6	36	6	-8	6	18	17
CC(C)(O)C#Cc1ccc(CN2CCN(Cc3ccccc3)C(CCO)C2)s1 (stereo unspecified)	-7	10	0	-1	-11	11	0	18
Cc1ccc(CS(=O)(=O)c2cn(CC(=O)Nc3ccon3)c3ccccc23)cc1	1	2	1	11	-2	4	16	4
CCC(C)(C(=O)NC1CCCCC1)N(Cc1ccco1)C(=O)c1ccc2c(c1)OCO2 (stereo unspecified)	2	-2	14	-9	-5	13	14	22
CN1CCN(c2ccc(NC(=O)c3cccs3)cc2)CC1	28	-39	-1	-86	5	-41	2	-6
COC(=O)c1cnn2c1C(=O)N(Cc1cccs1)CC2	7	-9	-4	-19	-10	18	4	1
COc1ccc2[nH]c3c(C)c4ccncc4c(C)c3c2c1	-12	-142	0	52*	?	-27	76*	-20
COc1cccc(/C=N/NC(=O)C(C)Sc2ccccc2)c1 (stereo unspecified)	0	11	-11	-5	7	-2	5	17
Cc1ccc(Cl)cc1N1CCN(C(=O)C2CCN(c3nnc(-n4cccc4)s3)CC2)CC1	7	-20	18	25	-2	14	-1	0
CC(OC(=O)c1cccc(-n2cnnn2)c1)C(=O)N(C)c1ccccc1 (stereo unspecified)	-3	-31	-10	-19	-4	-10	-6	1
COc1cccc(N2CCN(C(=O)c3ccc4ccccc4c3)CC2)c1	-10	-19	62*	-24	-2	-4	23	4
CCOC(=O)[C@H]1[C@H]2COc3cc(OC)ccc3[C@@H]2N2C(=O)c3c(C)cc(C)cc3NC(=O)[C@@]12C	3	9	0	-7	2	3	17	15
CC1Cc2nc(SCC(N)=O)n(C)c(=O)c2S1 (stereo unspecified)	2	5	-2	6	-2	1	-2	0
CC1Cc2ccccc2N1C(=O)CN(C)S(=O)(=O)c1cccc2cccnc12 (stereo unspecified)	4	21	1	6	2	4	-2	6
COC(=O)c1cc(NS(=O)(=O)c2cccs2)cc(NS(=O)(=O)c2cccs2)c1	-2	19	-4	5	3	-3	1	9
CN1CC(=O)N(CC(=O)Nc2ccc(Cl)c(C(F)(F)F)c2)C1=O	-2	6	5	-1	3	-7	3	3

Compounds shown so far that have a Cl atom (7):
SMILES	SENP8 block	697 NFkB inh	EBI2 block	Jurkat NFkB inh	UBC13 polyUb	Gli-Sufu block	Apaf-1 inh	CCR6 antag
O=C(COC(=O)COc1ccccc1F)Nc1ccc(Cl)cn1	2	10	8	-5	-10	-3	-16	2
CC(C)c1c(Cl)c(O)c(-c2ccccc2)c(=O)n1-c1ccc(F)cc1	1	-9	-7	-8	9	10	-40	-9
Cn1c(N)c(C(=O)COC(=O)CC(NC(N)=O)c2ccc(Cl)cc2)c(=O)n(C)c1=O (stereo unspecified)	-3	10	7	14	-2	-1	-3	-8
Cc1nc(N2CCCCC2)sc1C(=O)c1ccc(Cl)c([N+](=O)[O-])c1	-7	4	nt	-6	4	nt	11	nt
COC(=O)c1cc(S(=O)(=O)n2nc(C)c(Br)c2C)c(Cl)cc1Cl	2	11	12	20	5	-2	9	-33
Cc1ccc(Cl)cc1N1CCN(C(=O)C2CCN(c3nnc(-n4cccc4)s3)CC2)CC1	7	-20	18	25	-2	14	-1	0
CN1CC(=O)N(CC(=O)Nc2ccc(Cl)c(C(F)(F)F)c2)C1=O	-2	6	5	-1	3	-7	3	3

Further results follow:
SMILES	SENP8 block	697 NFkB inh	EBI2 block	Jurkat NFkB inh	UBC13 polyUb	Gli-Sufu block	Apaf-1 inh	CCR6 antag
O=C(Nc1cc2c3c(c1)CC(=O)N3CCC2)c1ccccc1F	3	10	-3	-2	-5	-11	0	17
CCC(C)NC(=O)CSc1nc(-c2cccs2)cc(C(F)(F)F)n1 (stereo unspecified)	7	1	-9	6	-2	7	1	5
Cc1ccc(Nc2cc(C)nc3ccccc23)c(C)c1	10	-12	-1	23	0	22	-4	9
COc1ccccc1CCC(=O)OCC(=O)NC1CCCCC1	-1	-6	0	13	8	nt	5	-3
Cc1ccccc1NC(=O)CCN1C(=O)c2ccccc2C1=O	5	-4	-4	11	0	19	-9	1
O=C(Nc1ccc2c(c1)oc1ccccc12)N1CCOCC1	-6	-91	-1	-86	8	14	24	17
COc1ccccc1N1CCN(/N=C/c2ccc(O)c(O)c2)CC1	-8	-63	nt	34	-4	55	8	14
O=C(NCc1cccs1)Nc1ccc2c(c1)OCO2	-4	-50	-10	-26	0	-51	11	10
O=C(O)[C@H](Cc1ccccc1)NC(=O)N1CCN(c2ccc(F)cc2)CC1	-5	2	-2	-9	-5	-4	-2	-2
CN(C)CCCN(C(=O)c1ccc(S(=O)(=O)N2CCc3ccccc3C2)cc1)c1nc2c(F)cc(F)cc2s1	0	1	3	-3	24	6	35	9
COC(=O)c1ccccc1NC(=O)c1cccnc1	5	-10	4	-1	-6	-14	2	12
CCOC(=O)c1c(NC(C)=O)no[n+]1[O-]	7	-6	-3	13	-9	-3	4	-11
Clc1ccc(CON/C=N/c2ncnc3sccc23)cc1	6	-16	5	6	4	32	1	19
CCCOc1ccccc1C1NC(=O)NC(C)=C1C(=O)OCCOC (stereo unspecified)	-3	-46	-2	-22	2	-2	10	5
N#Cc1ccc(-c2nc3cc(Cl)ccc3c(=O)n2O)cc1	-4	3	2	5	4	-6	6	4
O=C(N/N=C/c1ccc2c(c1)OCO2)c1ccc(Cn2cc([N+](=O)[O-])cn2)o1	-2	3	-5	-8	9	-13	3	7
NC1=NC(=O)C2(COC(c3cccc([N+](=O)[O-])c3)OC2)S1 (stereo unspecified)	-3	3	-10	10	-8	-5	13	5
Cc1cc(C(=O)NNC(=O)c2cccc(Cl)c2)no1	3	-15	-9	-5	-4	-7	-9	3
N/C(=N\OC(=O)c1cccs1)c1cccc([N+](=O)[O-])c1	10	-52	-6	-60	-7	28	1	-11
COc1ccc(C(=O)NCC(=O)OCc2ccc(Cl)cc2Cl)cc1OC	-1	10	10	-2	7	-3	3	18
CCOc1ccc(Cc2onc3c2C(=O)CCC3)cc1OCC	-2	8	1	-5	7	2	-7	7
NC(=O)c1ccc(NC(=O)COC(=O)/C=C/c2cn(-c3ccccc3)nc2-c2cccnc2)cc1	-10	-4	-5	2	7	-4	-8	7
Cc1ccc(-c2nc(CS(=O)CC(=O)NCCCN3CCN(Cc4ccccc4)CC3)c(C)o2)cc1 (stereo unspecified)	-4	-29	6	33	7	30	5	1
COC(=O)c1cc(Br)c(=O)n(-c2ccccc2F)c1	2	1	-9	10	18	-7	-4	-2
CCOc1ccccc1CN1CCN(Cc2c[nH]c3ccccc23)CC1CCO (stereo unspecified)	-3	-8	-1	1	10	14	-10	4
FC(F)(F)c1cccc(CN2CCCCCC2)c1	3	4	7	13	8	9	-14	-2
COc1ccc(CCNC(=O)COc2ccc(C)nc2[N+](=O)[O-])cc1OC	9	-6	-3	-2	-12	28	-8	-5
CCOC(=O)c1c(CC(C)C)csc1/N=C/C1C(=O)CC(C)(C)CC1=O	0	11	5	-27	-1	-18	8	5
COc1ccc(-n2c(O)c(/C=N/NS(=O)(=O)c3ccc(C)c([N+](=O)[O-])c3)c3ccccc3c2=O)cc1OC	9	6	8	-7	-26	-5	0	13
O=C1NN=C(c2ccc(Cl)cc2)CC1c1c[nH]c2ccccc12 (stereo unspecified)	-6	19	11	11	-3	-4	34	-6
O=C(Cc1ccc(Cl)cc1)Nc1cccc2ncccc12	-6	0	23	-3	1	-6	6	9
Cc1cc(C)n2nc(SCc3nnc(SCc4ccccc4Cl)s3)nc2n1	5	-37	4	5	2	6	2	15

This is a subset; count on the stated rates, not on these rows.
